Compound activity: PubChem, National Center for Advancing Translational Sciences (NCATS)
Akt phos inh: HTS Assay for Inhibitors of Akt Phophorylation: Primary Screen; Neuro2A IGF-stimulated pAkt S473 HTRF, 20 min; active compounds read low; activity change, % for hits at 50 µM; actives 0.32% (n = 360,000); AID 651550, 2012; in the data active = activity change below about -80%; inconclusive = mostly about -51% to -80%; note: % is set by controls: 0 for no effect and ±100 for the full control effect
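Neuro2A cells (4,500/well, DMEM with 0.5% FBS) were treated with compound at a single 50 µM final concentration, stimulated with 6 nM IGF for 20 min at 37 °C, and lysed. Phospho-Akt Ser473 was read by HTRF as 665/615 ratio ×10^4.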
Nrf2 ARE act: qHTS of Nrf2 Activators; AREc32 ARE-luciferase reporter (MCF7-derived line), luminescence, 24 h; Potency, µM (series often up to 46.1 µM), for the others: top-dose activation, actives largely listed as activators; actives 0.31% (n = 410,000); AID 624171, 2012; note: potency is the fitted concentration of half-maximal effect; % of control where 0% means no effect; nearly all actives have a fitted effect of over 65% in size
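Reporter line AREc32 (ARE-Fluc), seeded overnight in OPTI-MEM with 5% FBS; compound pin-transferred, 24 hr at 37 deg C, 5% CO2; luminescent read-out.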
HepG2 viability: qHTS for Inhibitors of TGF-b: Cytotox Counterscreen; HepG2 CAGA-GFP viability, ATP luminescence, 18 h; actives 0.76% (n = 410,000); Potency, µM (titrated, usually from 46.1 µM), for the others: top-dose activity change, negative = cytotoxicity, usual class: cytotoxic; note: potency is the fitted concentration of half-maximal effect; some results filed as inactive show a strong effect at the top dose
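CellTiter-Glo luminescence gave cytotoxicity after 18 hours at 37 degrees C. The cells were HepG2 CAGA-GFP in 1% FBS DMEM, stimulated with 500 pg/mL TGF-beta after compound addition. %Activity was normalised to no-cell wells (complete cell-killing) and DMSO (no toxicity), and curves were fitted and classified.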
ATXN viability: Viability Counterscreen for Primary qHTS for Inhibitors of ATXN expression; S2 cells (HEK-293 line with an ATXN2-luciferase reporter) viability, CellTiter-Fluor protease fluorescence, 24 h; AID 651635, 2014; Potency, µM (doses to about 56.7 µM), hits mostly cytotoxic; actives 0.49% (n = 400,000); note: potency is the fitted concentration of half-maximal effect; nearly all actives have a fitted effect of over 40% in size
A549 viability: Nrf2 qHTS screen for inhibitors: counterscreen for cytotoxicity; A549 ARE-Fluc cells, CellTiter-Fluor viability, 18-24 h; Potency, µM (titrated, usually from 46 µM), without a hit: at the top dose activity change, negative = cytotoxicity, most hits filed as inhibitors; actives 0.16% (n = 390,000); AID 504648, 2011; note: potency is the fitted concentration of half-maximal effect; % is set by controls: 0 for no effect and ±100 for the full control effect
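A549 ARE_Fluc cells in 5% FBS OPTI-MEM were exposed to compounds in concentration-response for 18-24 h at 37 deg C. Viability was read by CellTiter-Fluor fluorescence (Ex 405/Em 525) after 30 min, before the luciferase read.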
Nrf2 block: Nrf2 qHTS screen for inhibitors; A549 ARE-Fluc reporter, luciferase luminescence, 18-24 h; Potency, µM (series often up to 46 µM), inactives show top-dose activity change, negative = inhibition, most hits filed as inhibitors; actives 2.1% (n = 360,000); AID 504444, 2011; note: potency is the fitted concentration of half-maximal effect; % is set by controls: 0 for no effect and ±100 for the full control effect; nearly all actives have a fitted effect of over 60% in size
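A549 ARE_Fluc cells, 5000/well, 5% FBS OPTI-MEM; compounds in dose-response, 18-24 h at 37 °C/5% CO2; CellTiter-Fluor viability read (Ex 405/Em 525), then BugLite luciferase luminescence = Nrf2 activity.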
CCT chaperon mod: High-Throughput Screening for Modulators of Cytosolic Chaperonin Activity. purified chaperonin ATPase assay, HTRF ADP detection, 30 min. activity change, % (no concentration beside the values), hits read low. actives 0.3% (n = 360,000). AID 651819, 2012; in the data active = activity change below about -30%; note: % is set by controls: 0 for no effect and ±100 for the full control effect
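First, chaperonin was dispensed at 40 nM or 20 nM final depending on batch activity. Next, compounds were pinned at 76 uM and ATP added at 10 uM. After 30 min at 37 °C, ADP detection reagents ran 30 min at ambient temperature.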
MmCpn inh: Inhibitors of TCP-1 ring complex (TRiC) of Methanococcus maripaludis (MmCpn): qHTS. AID 504842, 2011. actives 0.031% (n = 330,000). purified Mm-Cpn ATPase, ADP Transcreener TR-FRET. Potency, µM (doses to about 76.9 µM), inactives show at the top dose activity, negative = inhibition, most hits filed as inhibitors; note: potency is the fitted concentration of half-maximal effect; % is set by controls: 0 for no effect and ±100 for the full control effect; nearly all actives have a fitted effect of over 80% in size
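ATPase turnover read by TR-FRET ADP competition (Eu cryptate antibody/ADP-d2, 665/590 nm): 10uM ATP final, 25nM Mm-CPN final, 30 min 37degC after 10-min compound preincubation, pH 7.4 Tris/KCl/MgCl2/DTT buffer.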
TGFb inhibitor: qHTS for Inhibitors of TGF-b | Potency, µM (titrated, usually from 46.1 µM), for inactives: at the top dose activity, negative = inhibition, most hits filed as inhibitors | HepG2 CAGA-GFP TGF-b/SMAD3 reporter, GFP fluorescence, 18 h; TGF-beta stimulated, 500 pg/mL final | actives 1.2% (n = 410,000); note: potency is the fitted concentration of half-maximal effect; % is set by controls: 0 for no effect and ±100 for the full control effect; nearly all actives have a fitted effect of over 65% in size
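HEPG2 CAGA-GFP reporter cells (1000/well, DMEM with 1% FBS) received compounds, then recombinant TGF-beta at 500 pg/mL final for 18 hours at 37 degrees C. Per-cell GFP summed per well was normalised to unstimulated and stimulated DMSO controls before curve fitting.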
Active calls of the source: *; i = inactive; ? = inconclusive; nt = no result given. Unless noted, calls come from the whole dose curve; as a rule, active = well fitted curve in the direction sought with a large enough effect; inconclusive = small, poorly fitted or top-dose-only effect, or another doubt; inactive = no such curve, though single readings can be large; an effect the other way counts as inactive or inconclusive.

Every second line gives: Akt phos inh | Nrf2 ARE act | HepG2 viability | ATXN viability | A549 viability | Nrf2 block | CCT chaperon mod | MmCpn inh | TGFb inhibitor
> CCOC(=O)c1c(C)noc1CP(=O)(c1ccccc1)c1ccccc1
  i | -0.6% | 0.6% | i | -12.8% | 13.2% | -2.0 | 0.1% | -1.3%
> COC(=O)c1cccc(CSc2nnc(C)s2)c1
  i | 0.0% | 2.3% | i | -2.4% | 25.6% | 0.7 | 0.6% | 0.0%
> CN(CC(=O)N1CCCCCC1)S(=O)(=O)c1ccc(F)cc1
  i | 2.7% | -8.0% | i | -8.1% | ? | -5.5 | 0.9% | -7.8%
> CCCCCc1ccc(-c2ccc(OCC)cc2)nc1
  i | 2.6% | 2.7% | i | -4.5% | 0.366µM* | -0.7 | -0.2% | ?
> Cc1ccc(CCNC(=O)c2ccc(CS(=O)(=O)c3ccc(Cl)cc3)o2)cc1
  nt | 3.3% | -5.0% | i | -3.0% | nt | nt | nt | -5.5%
> COc1cc(/C=C/C(=O)OCC(=O)NC(=O)NC2CCCC2)ccc1OCC#N
  i | 2.5% | -2.1% | i | -2.6% | 17.1% | -2.7 | -2.6% | 8.8%
> CCOc1ccc(Br)cc1S(=O)(=O)Nc1cccc(S(=O)(=O)N2CCOCC2)c1
  i | -0.9% | -15.4% | i | -1.6% | -17.6% | -2.1 | nt | -6.8%
> COc1ccc(C(=O)Nc2c3c(nn2-c2cccc(Cl)c2)CS(=O)C3)cc1 (stereo unspecified)
  i | 0.0% | -19.4% | ? | -14.1% | -17.1% | -3.2 | -0.4% | 18.4%
> Cc1ccc(C)c(NC(=O)C(OC(=O)c2cnc(C)cn2)c2ccccc2)c1 (stereo unspecified)
  i | 2.1% | 1.2% | i | -5.1% | 6.7% | -2.7 | 0.7% | 2.0%
> Cc1ccc(C(=O)NNC(=O)C(NC(=O)c2cccc(C)c2)C(C)C)cc1 (stereo unspecified)
  i | 0.1% | 0.0% | i | 0.2% | -3.8% | -0.7 | 1.0% | -0.3%
> COc1ccc(CCNC(=O)c2cc(-c3ccco3)on2)cc1OC
  i | ? | 5.9% | i | -9.7% | 0.5% | -0.9 | 1.6% | -17.0%
> CC1(C)C[C@H]2C3=CCC4[C@@]5(C)CC[C@H](O)[C@@](C)(CO)C5CC[C@@]4(C)[C@]3(C)C[C@@H](O)[C@@]2(CO)[C@@H](O)[C@@H]1O (stereo partly specified)
  i | -1.1% | -3.0% | i | -3.0% | 6.1% | -1.9 | -0.1% | -2.1%
> Cc1ccc(C(=O)NCC(=O)NCc2ccc(Cl)cc2)s1
  i | 3.8% | -5.8% | i | 3.3% | -8.9% | -0.1 | 1.7% | 3.3%
> CC1CCCN(C(=O)C2CC(=O)N(c3ccc(Cl)cc3)C2)C1 (stereo unspecified)
  i | 1.7% | 10.7% | i | 0.4% | -23.2% | 0.3 | -0.3% | 6.0%
> COc1ccc(CN(C2CCCCC2C)S(=O)(=O)c2ccc(S(=O)(=O)N(C)C)cc2)cc1OC (stereo unspecified)
  i | 0.7% | -11.7% | i | ? | 2.7% | -0.8 | 0.5% | -16.2%
> Cc1ccc2[nH]c3c(=O)n(CCC4=CCCCC4)cnc3c2c1
  i | -0.3% | 0.5% | i | -11.5% | 8.9% | -0.8 | 0.6% | -4.1%
> O=C(NCc1ccccc1)C(c1ccco1)N(C(=O)c1csnn1)C1CC1 (stereo unspecified)
  i | 1.7% | 6.1% | i | 2.1% | 0.1% | -1.7 | -11.7% | 21.1%
> C=CCNC(=O)c1ccc(Cn2c(=S)[nH]c3cc4c(cc3c2=O)OCO4)cc1
  i | 2.9% | -16.6% | ? | 0.0% | -17.3% | 0.8 | -12.1% | -12.4%
> COc1ccc(C2CC(=O)Nc3c2c(=O)[nH]c2nc4ccccc4n32)cc1 (stereo unspecified)
  nt | -1.1% | 7.5% | i | -0.9% | -3.7% | nt | nt | -1.8%
> COc1cc(-c2cc(-c3ccc(F)cc3)nc(N)c2C#N)ccc1O
  i | 8.3% | 6.2% | i | -3.7% | 4.1% | -5.0 | -1.6% | 1.5%
> COc1ccc(CCN(C)CCC(=O)Nc2c(C)cc(C)cc2C)cc1OC
  i | -0.4% | -20.6% | i | 0.1% | 8.2% | 0.7 | -2.5% | 17.8%
> CCOC(=O)N1CCC(N2CCCC(CO)(Cc3cccc(OC)c3)C2)CC1 (stereo unspecified)
  i | 0.3% | 0.3% | i | -2.0% | -5.2% | 1.9 | 1.3% | -1.4%
> COC(=O)c1c(-c2ccsc2)oc2ccc(-c3cc(OC)c(OC)c(OC)c3)cc12
  i | 0.4% | -4.7% | i | 13.7% | ? | 1.1 | nt | -0.8%
> C=C(NS(=O)(=O)c1ccc(C)cc1)C(=O)OC
  i | 0.1% | -3.3% | i | 1.2% | 1.7% | -0.3 | 0.3% | 17.3%
> COc1cc(C(=O)Nc2ccc3ccccc3c2)cc(OC)c1OC
  i | 0.3% | 17.8% | i | 1.1% | -5.3% | -3.5 | 2.7% | -2.8%
> COc1cc(CN(C(=O)c2ccc(C)cc2)C2CCS(=O)(=O)C2)cc(OC)c1OC (stereo unspecified)
  nt | -1.3% | -18.0% | i | 0.8% | 2.4% | nt | nt | -6.6%
> O=C(Nc1nc2c(F)cccc2s1)C1CC1
  i | 9.0% | -3.6% | i | -15.0% | 2.4% | 2.0 | -0.5% | 10.1%
> Cc1ccc(C2/C(=C(\O)c3cnn(-c4ccccc4)c3C)C(=O)C(=O)N2CCN(C)C)o1 (stereo unspecified)
  i | 1.7% | 11.4% | ? | -5.4% | -5.5% | 0.8 | -0.7% | 0.0%
> Cc1cc(SCC(=O)NCc2ccc(Cl)cc2)nc(=O)[nH]1
  nt | -0.7% | -17.9% | i | -5.6% | nt | nt | nt | ?
> COC(=O)c1ccc(C2/C(=C(\O)c3ccc4c(c3)OCCO4)C(=O)C(=O)N2CCCN2CCOCC2)cc1 (stereo unspecified)
  i | -0.7% | -15.7% | i | -0.5% | 7.8% | -1.4 | -0.1% | -8.8%
> COc1cc(/C=C/C(=O)OCC(=O)Nc2ccc3c(c2)OCCO3)ccc1OCC#N
  i | 3.7% | -2.7% | ? | -4.9% | 4.9% | -5.4 | -10.1% | -6.0%
> CC(C)C1C(=O)N(Cc2cn(Cc3ccco3)nn2)CCS(=O)(=O)N1Cc1ccc(-c2cccc(N(C)C)c2)cc1 (stereo unspecified)
  i | 2.0% | -4.3% | ? | nt | nt | 0.4 | nt | 8.2%
> COc1cccc(N2CCN(C(=O)CCC(=O)c3ccc(Cl)s3)CC2)c1
  i | -0.4% | 0.9% | i | -1.1% | ? | 1.8 | -3.7% | -2.6%
> CCS(=O)(=O)N1CCC(C(=O)NCc2cccc(OC)c2)CC1
  i | -0.4% | -3.6% | i | 1.2% | 7.1% | -0.9 | -1.6% | -0.9%
> O=C(CC(O)(c1ccccc1)C(F)(F)C(F)F)c1cccs1 (stereo unspecified)
  i | 1.7% | 6.7% | i | -9.6% | 16.0% | -0.5 | nt | -11.6%
> Cc1noc(C)c1S(=O)(=O)N(CC(=O)Nc1ccc(F)cc1F)c1ccc(C(C)C)cc1
  nt | 5.6% | -38.8% | i | 13.8% | -10.7% | nt | nt | ?
> Cc1ccc(C(=O)NC(C(=O)Nc2ccccc2)c2ccccc2)cc1 (stereo unspecified)
  i | -0.3% | -13.2% | i | -1.8% | -12.4% | 1.9 | -0.6% | ?
> CCn1c(SCC(=O)Nc2cccc(F)c2)nc2c(c1=O)SC(C)C2 (stereo unspecified)
  i | 6.1% | -16.1% | i | -1.5% | ? | -0.3 | 2.0% | -21.2%
> COc1ccc(OC)c(NC(=O)C23CCC(C)(C(=O)C2)C3(C)C)c1 (stereo unspecified)
  i | 0.2% | 11.8% | i | -5.4% | nt | 0.5 | -1.5% | 0.8%
> COc1cccc(C2N(Cc3ccccc3)C(=O)C2(F)F)c1OC (stereo unspecified)
  i | -0.2% | -15.5% | i | -3.3% | -21.0% | -0.4 | -0.9% | -15.8%
> COc1ccccc1C1=NOC(C)(c2sc(-c3ccc(Cl)cc3)nc2C)C1 (stereo unspecified)
  i | 3.2% | -6.3% | i | -2.2% | ? | -1.3 | -10.9% | -27.0%
> CCn1cc(/C=C(\NC(=O)c2ccc(C)cc2)C(=O)NCCN2CCOCC2)c2ccccc21
  i | 7.2% | -45.1% | i | 1.4% | 5.5% | 2.4 | -2.0% | ?
> COc1ccc(/C(O)=C2\C(=O)C(=O)N(CCN(C)C)C2c2cccc(OC)c2OC)cc1 (stereo unspecified)
  i | 0.4% | -0.9% | i | -3.3% | 12.1% | 1.1 | 0.9% | -10.3%
> O=C(NCc1cccc(Cl)c1)C1CCN(C(=O)c2sccc2-n2cccc2)CC1
  nt | 0.5% | -25.8% | nt | 2.3% | -7.1% | nt | nt | nt
> Cc1cccnc1NC(=O)CCNC(=O)c1ccccc1Cl
  i | -0.2% | 1.1% | i | 1.9% | 13.1% | -3.5 | -0.6% | 5.3%
> CCOC(=O)N1CCN(C(=O)C(NC(=O)c2ccc(CC)cc2)C(C)C)CC1 (stereo unspecified)
  i | 2.6% | -30.5% | i | 1.9% | -10.3% | 1.0 | -0.6% | -6.1%
> Cn1cc([N+](=O)[O-])c(C(=O)N(Cc2ccccc2)Cc2ccccc2)n1
  i | -0.3% | 9.6% | i | -13.4% | -1.0% | -0.1 | -0.4% | 7.9%
